SENP8 block-1: blocks the human protease SENP8; 330,000 tested, 1.2% active; inhibition, % at 10 µM; purified SENP8, Z-RLRGG-aminoluciferin cleavage, luminescence; AID 2540; in the data active = inhibition above about 50%
Target sequence (Q96LD8 whole entry, looked up): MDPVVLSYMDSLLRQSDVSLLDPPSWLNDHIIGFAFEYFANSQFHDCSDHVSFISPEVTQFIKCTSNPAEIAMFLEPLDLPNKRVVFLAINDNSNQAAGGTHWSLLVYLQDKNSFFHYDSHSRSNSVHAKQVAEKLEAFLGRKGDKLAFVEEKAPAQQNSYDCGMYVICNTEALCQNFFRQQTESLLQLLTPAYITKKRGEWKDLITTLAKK
NLRP3 yeast inh: inhibitors of NALP3 inflammasome in yeast. inhibition, % at 10 µM. 330,000 tested, 0.39% active. Yeast reconstituted NLRP3/ASC/caspase-1, beta-gal luminescence, 24 h;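 active = inhibition of 50% or more; inactive = inhibition below 50%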;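 note: plate controls were induced DMSO wells for no effect and uninduced yeast grown without galactose for full effect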
SENP6 block: blocks the human protease SENP6. inhibition, % at 10 µM. AID 2599. 330,000 tested, 1.8% active. Recombinant SENP6 catalytic domain, aminoluciferin luminescence;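 active = inhibition above about 50% at the single tested dose, limit read from the data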;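 note: plate controls were DMSO wells with enzyme for no effect and DMSO wells lacking enzyme for full effect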
HKDC1 inhibitor: HKDC1 (human) hexokinase inhibition; inhibition, % at 20 µM; 340,000 tested, 0.16% active; recombinant HKDC1, G6PDH/diaphorase resazurin coupled fluorescence;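 active = inhibition above about 35% when tested at 20 µM, limit read from the data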;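 note: plate controls were DMSO wells with enzyme for no effect and DMSO wells lacking enzyme for full effect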
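Assay system: recombinant HKDC1 hexokinase; detection: coupled resazurin fluorescence, excitation 525 nm, emission 613 nm; benchmarks: DMSO-plus-enzyme-mix negative control, buffer-substituted positive control; compound dosing: single 20 µM dose; schedule: 90 min at room temperature in dark; also added: glucose plus 1 mM ATP as hexokinase substrates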
SENP1 FRET inh: SENP1 (human) catalytic domain inhibition; recombinant SENP1 catalytic domain, CyPet-SUMO1-YPet FRET cleavage; AID 624204; Q9P0U3; 360,000 tested, 0.21% active; inhibition, % at 10 µM;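 active = inhibition at least 30% at 10 µM, raw YFP signal under a set limit, fluorescence ratio 0.5 to 1.5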;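 note: 0% = enzyme with DMSO and 100% = no enzyme wells; some results filed as inactive read as strong as hits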
Target sequence (Q9P0U3 419-644 limits assumed): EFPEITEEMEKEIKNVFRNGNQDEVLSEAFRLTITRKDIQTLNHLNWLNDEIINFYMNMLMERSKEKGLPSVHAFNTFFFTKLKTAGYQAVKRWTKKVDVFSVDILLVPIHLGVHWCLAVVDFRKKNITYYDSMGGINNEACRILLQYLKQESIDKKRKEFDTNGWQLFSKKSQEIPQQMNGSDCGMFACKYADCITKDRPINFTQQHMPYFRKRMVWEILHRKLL
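Assay system: hSENP1 catalytic domain, recombinant. Amount: SENP1 enzyme, 20 pM final. Schedule: 50 min reaction, RT, dark. Technique: FRET, CFP and YFP emission. Control set: no-enzyme wells low, DMSO-plus-enzyme wells high control.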
SENP8 block-2: inhibitors of human SENP8 protease. inhibition, % at 20 µM. 360,000 tested, 0.64% active. AID 602440. Q96LD8. recombinant SENP8, Nedd8 substrate fluorescence; in the data active = inhibition mostly above about 40%, no sharp cut-off; inactive = mostly below about 27%
SENP7 inh: blocks the human protease SENP7 | Q9BQF6 | recombinant SENP7, Z-RLRGG-aminoluciferin luminescence, 40 min | inhibition, % at 5 µM | 330,000 tested, 1.5% active;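 active = inhibition above about 50% at the single test dose, limit read from the data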;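 note: plate controls were DMSO with enzyme for no effect and no enzyme buffer wells for full effect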
Target sequence (Q9BQF6 706-1050 limits assumed): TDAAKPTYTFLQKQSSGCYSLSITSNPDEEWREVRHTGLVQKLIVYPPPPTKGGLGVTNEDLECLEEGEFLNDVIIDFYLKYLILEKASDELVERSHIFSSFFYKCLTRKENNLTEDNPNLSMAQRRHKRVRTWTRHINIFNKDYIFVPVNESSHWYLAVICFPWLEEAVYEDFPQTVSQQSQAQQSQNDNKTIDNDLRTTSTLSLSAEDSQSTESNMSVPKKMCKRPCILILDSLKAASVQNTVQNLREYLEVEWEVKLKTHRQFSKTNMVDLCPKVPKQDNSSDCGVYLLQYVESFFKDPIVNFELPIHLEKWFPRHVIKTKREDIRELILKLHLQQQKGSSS
PfG6PD inh: PfG6PD (Plasmodium falciparum) enzyme inhibition; PfGluPho enzyme, NADPH resazurin-diaphorase fluorescence; inhibition, % at 20 µM; 350,000 tested, 0.78% active; AID 504690;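 active = inhibition reaching at least a set limit at 20 µM in the primary screen, cut at about 59% in these data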;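 note: 0% = DMSO wells with substrate and 100% = DMSO wells lacking glucose-6-phosphate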
Apaf-1 inh: blocks human Apaf-1 apoptosome activity. AID 489030. inhibition, % at 20 µM. 330,000 tested, 0.71% active. reconstituted apoptosome caspase-3 activity, DEVD-Rh110 fluorescence. O14727; active = inhibition of at least 40% at 20 µM;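 note: plate controls were DMSO wells for no effect and DEVD-CHO caspase inhibitor wells for full effect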
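System: Apoptosome proteins | Medium: Hepes pH 7.5 with detergent and BSA | Also added: Cytochrome c trigger plus (Z-DEVD)2-Rh110 caspase-3 substrate | Incubation: 30 min compound preincubation, 50 min activation, room temperature | Detection: Rhodamine 110 fluorescence at Ex 480/Em 540 nm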
An asterisk follows results filed as active; nt = not tested or not shown.

Each structure is followed by: SENP8 block-1, NLRP3 yeast inh, SENP6 block, HKDC1 inhibitor, SENP1 FRET inh, SENP8 block-2, SENP7 inh, PfG6PD inh, Apaf-1 inh
CCn1cc(C(=O)NCC(OC)OC)c(=O)c2cc(S(=O)(=O)N3CCC(C)CC3)ccc21
  1, 21, -4, 0, 1, 3, -5, 0, -1
O=c1[nH]cnc2scc(-c3ccc(Br)cc3)c12
  -5, 4, 30, -4, 3, 5, -5, 2, 4
O=C(N=C1SC2CS(=O)(=O)CC2N1Cc1ccccc1)C1CCCO1 (stereo not given)
  -3, -1, 5, 2, -1, -5, -1, 10, -4
CCNc1nc(OC)nc(Oc2ccc(C(=O)OC)cc2)n1
  -11, 29, 4, 3, 0, 19, -7, -1, 5
C/C(O)=c1/ccc2cccc3nc(C)nc1c23
  12, 15, 15, 7, -21, -274, 8, 22, 30
Cc1cc(C)n2nc(SC3CCCCN(C(=O)c4ccc(F)cc4)C3=O)nc2n1 (stereo not given)
  -2, 1, -20, 5, 0, 18, 1, -4, 1
CCOC(=O)c1c2c([nH]c(=S)c1C#N)CCCC2
  7, 1, -9, 6, -9, -37, 12, 13, 12
Cc1cccc(-n2c(=O)[nH]c3c(C(N)=O)nc(CC(C)C)nc32)c1
  -7, -15, -5, -7, -3, -427, -7, 2, 10
COC(=O)c1sc(S(=O)(=O)N2CC(C)OC(C)C2)c(C(=O)OC)c1C (stereo not given)
  -16, 5, -13, -2, 0, 11, -7, 10, 14
O=c1[nH]c(N2CCc3ccccc32)nc2c1CCCC2
  -2, -2, -2, -3, 0, -30, -1, 27, -3
COC(=O)c1cc(S(=O)(=O)N2CCCCC2)c[nH]1
  -10, 16, -24, 1, -1, 1, 12, -24, -1
O=C(Nc1cccc(NC(=O)c2cccs2)c1)c1ccc(Br)o1
  -13, 21, -2, -1, 1, 4, -11, 11, 12
COC(=O)c1ccc(NC(=O)c2ccc(NC(=O)c3ccco3)cc2)cc1
  -4, 3, 4, -6, 1, -25, -5, 12, 44*
N#CCNC(=O)c1cccn1-c1ncc(C(F)(F)F)cc1Cl
  1, -2, -3, -3, -5, 14, 1, 5, -2
CN(C)/C(CN1CCCCC1)=C1\N=C(c2ccccc2)OC1=O
  5, 3, -4, -14, 2, 11, -5, -6, -1
O=C(O)/C=C/C(=O)NCc1ccccn1
  3, -4, 14, -7, -7, 7, 10, -5, 0
COc1cc(CC(=O)Oc2ccc3c(c2)OCO3)cc(OC)c1OC
  -6, -24, 0, -1, 2, 6, -1, 29, -1
Cc1nc(N2CCC(C)CC2)c2c(C)c(C(=O)Nc3ccc(C(F)(F)F)cc3)sc2n1
  -11, -1, -20, -3, 1, -200, 4, -21, 23
C=CCn1c(O)c(C2=c3ccccc3=NC2=O)sc1=Nc1ccc(O)cc1
  -8, 10, -10, 8, 4, 31, 1, 27, 15
COc1cc(/C=C/C(=O)OCC(=O)NCC2CCCCC2)ccc1O
  0, -6, -10, 2, -57, -411, -2, 16, -4
CN(Cc1ccccc1)S(=O)(=O)c1ccc2c(c1)NC(=O)CC(=O)N2
  -2, 9, 8, 5, -1, 11, -1, -5, -2
CCOCCCNC(=O)c1c(N)n(-c2ccc(S(N)(=O)=O)cc2)c2nc3ccccc3nc12
  7, 7, 7, 6, 10, -492, 1, 2, 7
COc1ccc(Cn2c(C)nc3c(c2=O)c2nc4ccccc4nc2n3Cc2ccco2)cc1
  nt, nt, nt, 33, -94, -388, nt, 36, nt
COc1cccc(C2/C(=C(/O)c3ccccc3)C(=O)C(=O)N2Cc2ccco2)c1 (stereo not given)
  -3, 10, -6, 6, 2, 25, -8, 29, -1
CC(C)CN(C(=O)c1ccco1)c1nc2ccccc2s1
  -6, -14, 0, 4, 0, 9, 1, 3, 2
O=C(Cc1cccc2ccccc12)Nc1ccccc1
  -4, 36, -4, -5, 1, 28, -5, -4, -14
CCOc1ccccc1-c1noc(CCCC(=O)NC2CCCCC2)n1
  3, -9, -13, -6, -1, 6, -3, 16, 9
O=C(Nc1ccon1)c1sc2ccccc2c1Cl
  -1, -7, 34, -3, -1, 17, 23, 3, -5
COc1ccccc1NS(=O)(=O)c1cccc(C(=O)N/N=C/c2ccc(OCC(=O)O)cc2)c1
  -9, 10, -18, -6, 1, -44, -10, -7, 11
CC(OC(=O)COc1ccccc1Cc1ccccc1)C(=O)N(C)c1ccccc1 (stereo not given)
  -5, 19, -22, 3, 0, 21, -7, 18, 20
Cn1c(=O)c(C(=O)NNC(=O)c2cccc(Cl)c2)c(O)c2ccccc21
  1, 27, -11, -7, 2, -36, -1, -16, -5
COc1cc(C=O)ccc1OC(=O)c1cccnc1
  13, 24, 0, -4, -1, 6, 1, -22, 7
N#CCc1c(C#N)c(N)nc(N2CCN(Cc3ccc4c(c3)OCO4)CC2)c1C#N
  -3, 1, -5, 6, -37, -79, -1, 2, -7
C=CCNCC(=O)Nc1sc2c(c1C(=O)Nc1ccc(OC)cc1OC)CCC2
  9, 2, 5, -4, -3, -20, -2, 2, -4
O=[N+]([O-])c1nn(-c2ccc3c(c2)OCCO3)n(O)c1=Nc1ccc(Cl)cc1
  4, 36, -20, 7, 2, 17, 1, 33, -3
Cc1cc(C)c(OCCNC(=O)c2ccccc2Sc2ccccc2C#N)c(C)c1
  8, 10, 13, -9, 1, 14, -12, 12, 23
COC(=O)Oc1ccc(/C=N/NC(=O)CN(c2ccccc2Cl)S(C)(=O)=O)cc1OC
  -6, 5, -20, -7, 1, 10, 0, -6, 9
Cn1c(C(=O)OCC(=O)NCCc2ccccc2)cc2sccc21
  2, 14, -17, -1, 0, 15, 0, -8, -1
Cc1c(C#N)c(N=CN(C)C)c(C(=O)c2ccc(Br)cc2)n1-c1ccccc1
  0, 7, -38, -13, 2, 9, -6, 4, 6
O=C(O)CNS(=O)(=O)c1ccc2c(c1)CCCC2
  -7, -1, -14, 6, 3, 6, -6, -8, 1
OCCNCC1(O)C2CC3CC(C2)CC1C3 (stereo not given)
  -6, -23, -4, -1, 0, 25, -9, -12, 5
O=C(OCC(=O)N1CCCCC1)c1ccccc1SCC(=O)N1CCCCC1
  3, 7, 10, 1, -3, -1, 2, 3, -19
COCc1cc(=O)[nH]c(/N=C(\N)Nc2ccc(C)cc2)n1
  -2, -13, -8, -5, 1, 4, 4, 13, -4
CCCCc1nc2n[nH]c(N)c2c2c1CCC2
  -5, 19, -8, -5, -1, -35, 18, -14, 1
O=C(Nc1ccc(C(=O)O)cc1)/C(=C/c1cccc(Br)c1)NC(=O)c1ccco1
  2, 6, 0, -7, -6, 13, 3, -11, -14
O=C(O)CCN1C(=O)C2C3c4ccccc4C(c4ccccc43)C2C1=O (stereo not given)
  -2, 14, -3, -6, 0, 11, 6, -2, 1
COC(=O)C1=C(C)N=C2SC(C)C(=O)N2C1c1ccc(C(=O)OC)cc1 (stereo not given)
  -5, 5, -12, -3, 0, 25, 4, -14, 2
CCOC(=O)N1CCN(CC(O)COc2c(C)cccc2C)CC1 (stereo not given)
  -3, -2, -5, 3, 0, 33, -2, -14, -5
CC(C)Oc1ccc(S(=O)(=O)N2CCCCC2)cc1NC(=O)CN1C(=O)NC2(CCCC2)C1=O
  -4, 6, -13, 4, 0, -3, -4, 7, 12
Cc1ccc(/C(N)=N/OC(=O)c2ccc3ccccc3c2)cc1
  -13, 22, -11, -2, 0, -11, 49, 10, 23
CCOc1cc2[nH]c(=S)n(CCCN3CCCC3=O)c(=O)c2cc1OCC
  -7, 13, -9, -7, 0, -3, -4, 23, 7
CC(=O)NS(=O)(=O)c1ccc2sc(C)nc2c1
  -2, 11, -19, -4, 1, 14, -3, 8, 0
CN(C)/N=C/c1ccc(N2CCOCC2)cc1
  -9, 5, -20, -6, 2, 17, 4, 0, -1
C[C@@H]1C(=O)O[C@H]2CC34[C@H]5C[C@@H](C(C)(C)C)[C@]36[C@@H](OC(=O)[C@@H]6O)O[C@@]4(C(=O)O5)[C@]21O (stereo not given in full)
  -8, 5, -26, -6, -2, -2, -2, -13, 6
CC1(C)Cc2c(cnn2-c2cccc(F)c2)C(NC(=O)CSc2ccncc2)C1 (stereo not given)
  4, 17, -9, -4, -1, 2, 1, -2, 0
COc1cc(C2c3cc4c(cc3OC(NNC(N)=O)C2C)OCO4)cc(OC)c1OC (stereo not given)
  nt, nt, nt, 0, 1, 14, nt, 30, nt
CN(C)CCN1C(=O)C(=O)/C(=C(/O)c2ccc(OCc3ccccc3)cc2)C1c1ccncc1 (stereo not given)
  nt, nt, nt, -7, -2, 16, nt, -21, nt
CC(C)CN(C)C(=O)CC1C(=O)NCCN1C (stereo not given)
  -2, 3, 3, -9, -1, -1, -6, -10, -5
CCOC(=O)c1c(NC(=O)COC(=O)Cc2ccccc2[N+](=O)[O-])sc(C(=O)N(C)C)c1C
  -2, 10, -5, 1, 1, -8, 5, 10, 14
Cc1onc(-c2ccccc2)c1C(=O)Nc1cc(C(F)(F)F)ccc1N1CCOCC1
  -4, -11, 1, 1, 0, 11, 5, 14, 31
O=C1CCC([N+](=O)[O-])C(c2cccc([N+](=O)[O-])c2)N1 (stereo not given)
  0, 3, -7, -4, 1, 10, 4, 3, 0
Cc1cc(S(=O)(=O)N2CCCC2)c(C)s1
  0, 43, 10, -2, 1, 8, 7, 18, -9

Part of the list above, as tab-separated lines:
compound	SENP8 block-1	NLRP3 yeast inh	SENP6 block	HKDC1 inhibitor	SENP1 FRET inh	SENP8 block-2	SENP7 inh	PfG6PD inh	Apaf-1 inh
CC(C)CN(C)C(=O)CC1C(=O)NCCN1C (stereo not given)	-2	3	3	-9	-1	-1	-6	-10	-5
O=C1CCC([N+](=O)[O-])C(c2cccc([N+](=O)[O-])c2)N1 (stereo not given)	0	3	-7	-4	1	10	4	3	0
